Source: PubChem BioAssay (several laboratories)
HIF act = HIF pathway transcriptional activators, primary screen, cell-based, U2OS HRE-luciferase, luminescence. U2OS HRE-luciferase reporter; normalized: DMSO 0%, desferrioxamine 100%. activation, % at 7.5 µM (by protocol). hit rate 0.32% among 300,000. AID 1910, 2009;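 active means mean activation of at least 10% of the iron chelator positive control signal, with at least half of replicates also reaching 10%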
IEC-6 cytotox = cytotoxicity in IEC-6 intestinal epithelial cells, primary screen, cytotoxicity control for KLF5 inhibitor project, cell-based, luminescence | IEC-6 cytotoxicity, luminescence viability | inhibition, % at 5 µM | hit rate 0.78% among 290,000 | AID 1825, 2009; in the data active means inhibition above about 22%;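 further: 0% = plate median of test compound wells and 100% = cytotoxic reference compound wells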
AI-2 QS modul = Vibrio harveyi AI-2 quorum sensing modulators, primary screen, JMH597 strain, luminescence/OD600 ratio; Vibrio harveyi JMH597 AI-2 luminescence/OD600 ratio, 9 h; hits give low values; strain lacks LuxN and CqsS sensors; 0 = neutral-control median; activity change, % at 7.5 µM; hit rate 0.4% among 300,000; AID 2094, 2009; in the data active means activity change below about -75%, passing the limit was not always enough;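 further: luminescence divided by OD600 gain over 9 h not by final OD600 alone; inactives centre near 13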
Platelet DG rel = inhibitors of platelet dense granule secretion, primary screen, cell-based, MLPCN, human platelets | human platelet-rich plasma, SFLLRN dense granule ATP release, luminescence | inhibition, %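 (compounds screened at 7.5 µM in platelet-rich plasma)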 | hit rate 0.22% among 300,000 | AID 1663, 2009;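 active means mean replicate score, as percent of positive control, at or above 50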
HSP90 refold inh = HSP90 inhibitors, primary screen, cell lysate, luminescence; Heat shock protein HSP 90 (rabbit reticulocyte lysate; luciferase refolding); Rabbit reticulocyte lysate, luciferase refolding luminescence, 3 h; inhibition, % at 5.6 µM; hit rate 0.91% among 290,000;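 active means inhibition above the screen-wide mean plus 3 SD, computed separately per campaign, cut at about 16% in these data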;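 further: 0% = DMSO wells and 100% = 60 µM geldanamycin wells; inhibitors lower the luminescence because luciferase stays unfolded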
SKKanGAS inh = S. pyogenes SKKanGAS growth inhibitors in kanamycin, primary screen, streptokinase expression inhibitor project, SKKanGAS strain, BacTiter-Glo luminescence; 6 h; inhibition, % at 7.5 µM; hit rate 1.3% among 300,000;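 active means mean replicate score, as percent of positive control median, at least 50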;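 further: strain carries kanamycin resistance gene driven by streptokinase promoter and grows in 40 µg/ml kanamycin; loss of luminescence reflects streptokinase promoter inhibition or plain growth inhibition; 0% = median of DMSO wells and 100% = positive control at its reference dose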
KLF5 inhibitor = KLF5 expression inhibitors, primary screen, DLD-1 cells, luminescence. DLD-1 KLF5 promoter-luciferase reporter. inhibition, % at 5 µM. hit rate 0.23% among 290,000;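 active means inhibition above a per-plate limit of that plate's mean compound inhibition plus 3 SD, cut at about 60% in these data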;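 further: 0% = DMSO wells and 100% = LY294002 at 200 µM; higher means less KLF5 promoter-driven luciferase light; inactives centre near -14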
HSF1 inhib = HSF1 inhibitors in luciferase reporter cells, primary screen, cell-based, NIH3T3, luminescence. NIH3T3-HGL HSE-luciferase, MG132-induced, luminescence 8 h; hits give low values. activity change, negative = inhibition, % at 7.5 µM (by protocol). hit rate 0.77% among 300,000;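 active means more than half of replicate wells show activity change below -50%, luminescence cut by over half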;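 further: luciferase reports HSF-1 transcriptional activity via heat shock element; 0% = median of DMSO wells and -100% = zero luminescence signal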
aSyn 5UTR inh = MLPCN primary screen, SNCA 5' untranslated region | alpha-synuclein 5'UTR reporter, inhibitor activity | inhibition, % (tested at 7.5 µM) | hit rate 0.82% among 300,000; in the data active means inhibition above about 60%;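 further: H4 neuroglioblastoma cells stably carrying SNCA 5'UTR luciferase fusion; 0% = DMSO wells and 100% = positive control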
HSF-1 act = HSF-1 activators, primary screen, NIH3T3-HGL cells, MG132 stress, luminescence, single point. NIH3T3-HGL HSF-1 luciferase reporter, 8 h; 100% = twice DMSO control signal. hit rate 1.7% among 300,000. activation, % at 9 µM;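 active means mean replicate activation of at least 50% with a set share of replicates each reaching 50%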;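 further: 0% = median of the neutral control wells and 100% = twice that signal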
* hit, by the source's call; · = no result given. Random draw from the library, and some 6% of all compounds hit somewhere here.

SMILES	HIF act	IEC-6 cytotox	AI-2 QS modul	Platelet DG rel	HSP90 refold inh	SKKanGAS inh	KLF5 inhibitor	HSF1 inhib	aSyn 5UTR inh	HSF-1 act
CCN(CC)CCOc1nnc(-c2ccc(OC)cc2)c2ccccc12	0.0	1	7	·	1	1	-30	5	12	0
COCCn1c(SCC(=O)/C=C2\N(C)c3ccccc3C2(C)C)nnc1-c1ccncc1	-0.1	-1	3	1	1	-5	-5	0	6	-18
COc1ccc(-c2ccc(C#N)c(OC(=O)c3c(Cl)cccc3Cl)n2)cc1	-0.6	2	22	3	-4	0	-9	9	-47	28
c1ccc(C2Nc3ccccc3C3OCCCC23)cc1 (stereo not given)	-0.3	6	3	4	1	4	-25	0	5	2
CCOC(=O)c1n[nH]c(=O)c2ccccc12	-0.3	2	15	3	2	-13	-12	-43	-2	-57
CC1CCCCN1C(=S)Nc1ccc(OC(F)F)cc1 (stereo not given)	0.2	-6	-5	-1	3	10	-21	6	-3	6
Cc1nn(Cc2c(F)c(F)c(F)c(F)c2F)c(C)c1NC(=O)c1ccc(COc2ccccc2Cl)cc1	-0.3	4	36	0	1	-1	14	-17	28	-26
CN(CC(=O)Nc1cccc(F)c1)CC(=O)Nc1cccc([N+](=O)[O-])c1	-0.8	3	-2	-8	1	0	-7	-1	11	-26
COC(=O)c1cc(F)c(-n2cncn2)c(F)c1	0.5	0	9	4	1	2	8	-17	-11	-17
O=C(Nc1ccc(F)cc1)Nc1nnc(-c2ccccc2)o1	0.0	2	13	-1	0	3	-17	-3	-4	-1
COc1cc(/C=N/NC(=O)c2cc(-c3ccccc3)nc3ccccc23)cc(OC)c1O	-0.1	6	17	1	2	10	-12	-2	11	-10
COc1cccc(C2NC(=O)CCC2[N+](=O)[O-])c1OC (stereo not given)	-0.4	1	-9	3	4	-5	-13	-12	25	-8
COc1ccc2ccc(O)c(CN(C)CC(=O)Nc3ccccc3C(F)(F)F)c2c1	0.8	-6	22	-10	-3	-3	-32	8	5	0
Cc1c(C(=O)O)sc2[nH]c(=O)n(Cc3ccccc3)c(=O)c12	-5.4	-10	3	2	0	7	-5	0	7	3
CN(C)CCOc1ccc2ccccc2c1	-0.2	5	14	-2	3	5	-8	-11	-5	-17
Cc1ccc(Oc2cnc3ccccc3n2)cc1	3.0	-9	3	-1	-5	1	-61	-12	-127	0
O=C(CCN1CCN(Cc2ccccc2)CC1)NNC(=O)Nc1cccc([N+](=O)[O-])c1	0.7	-2	23	-13	-3	-7	-3	8	18	49
CN1C(=O)CC(C(=O)O)SC1=Nc1cccc(C(F)(F)F)c1 (stereo not given)	-0.5	7	17	0	3	-8	15	-2	43	23
CC(=O)N[C@@H]1c2c(ccc3ccccc23)OC[C@@H]1COC(C)=O	-0.2	-4	12	-7	2	-10	1	5	7	-10
COc1cc(NC(=O)Nn2cnnc2)cc(OC)c1OC	-0.7	-8	8	-52	1	0	-23	-3	18	-15
COc1ccccc1/C=C/C=C1\Oc2c(ccc(O)c2CN2CCN(CCO)CC2)C1=O	-0.5	2	14	2	-1	3	9	1	-29	8
CC(=O)Nc1ccc(S(=O)(=O)N(C)CC(=O)NCCC2=CCCCC2)cc1	-0.1	-4	32	-7	6	5	-10	3	15	14
COc1ccc(C(=O)CSc2nc3c(c(=O)n(C)c(=O)n3C)n2C)cc1	0.0	-1	10	-3	-1	-7	-12	-5	-21	1
CC(C)Cc1nc(C#N)c(N2CCC(C(N)=O)CC2)o1	0.0	-1	22	-12	-3	-13	-19	1	-6	2
S=C(NCc1ccco1)N1CCN(c2nc(-c3ccccc3)cs2)CC1	-0.2	4	16	0	1	3	-27	8	7	6
COc1ccc(NC(=O)COC(=O)C2CCC2)cc1Cl	-0.1	-5	10	-4	-2	-3	-25	-3	3	-8
O=C(NNC(=O)c1ccc(Br)s1)NC1CCCCC1	0.1	0	49	1	-2	-4	-41	-1	-8	2
CCOC(=O)c1[nH]c2ccccc2c1NC(=O)NC(C)C	-0.1	11	20	-5	0	48	-10	15	-10	30
COCc1ccc(C(=O)N(C)C2CCCN(Cc3ccccc3F)C2)o1 (stereo not given)	-0.4	9	45	8	-1	-7	2	-2	9	16
COc1ccc(-n2nc(C(=O)NCC(=O)Nc3cccc(C)n3)c3ccccc3c2=O)cc1	-0.3	-1	18	5	1	0	-26	1	20	-7
Nc1ccc(Oc2ccc(Br)cc2)cc1	-0.7	15	28	4	-7	8	10	-15	40	-20
CCOc1cc(C2C(C#N)=C(N)OC(C)=C2C(C)=O)c(Br)c(Br)c1OC(C)C (stereo not given)	0.3	4	8	14	0	2	15	18	21	22
COc1ccc2ncn(-c3ccccc3)c2c1	2.6	-4	1	5	0	-1	-7	-16	-16	-25
CC(C)c1csc(CN2CCC(CCC(=O)NCC3CCCO3)CC2)n1 (stereo not given)	-0.4	1	55	-2	-3	7	-24	-1	-16	-13
CCc1ccc(N(C(=O)CCC(=O)Nc2cc(C)on2)C(C(=O)NC(C)(C)C)c2ccc(OC)cc2)cc1 (stereo not given)	-0.2	7	40	3	2	8	0	1	-14	24
O=C(N/N=C/c1cc(Br)c(O)c(Br)c1O)c1cccnc1	0.7	-2	72	2	1	8	-12	3	26	39
Cc1nc(C)c(N)c(=O)[nH]1	0.6	-7	23	5	-1	4	4	-10	16	-9
Cc1cc(C)nc(NS(=O)(=O)c2ccc(NC(=O)CCCN3C(=O)c4ccccc4C3=O)cc2)n1	-0.4	-1	7	6	0	2	3	-1	6	12
CCN(CC)c1ccc(/C=N/NC(=S)NCc2ccc(OC)cc2)cc1	0.6	-5	10	2	4	8	-65	22	-76	53*
O=C(c1ccc(F)cc1)N1CCC2(CC1)NCCc1[nH]cnc12	0.1	2	4	-3	-1	-2	-34	1	14	-8

11 compounds already listed, ordered by molecular weight, smallest number first:
SMILES	HIF act	IEC-6 cytotox	AI-2 QS modul	Platelet DG rel	HSP90 refold inh	SKKanGAS inh	KLF5 inhibitor	HSF1 inhib	aSyn 5UTR inh	HSF-1 act
CN(C)CCOc1ccc2ccccc2c1	-0.2	5	14	-2	3	5	-8	-11	-5	-17
CCOC(=O)c1n[nH]c(=O)c2ccccc12	-0.3	2	15	3	2	-13	-12	-43	-2	-57
Cc1ccc(Oc2cnc3ccccc3n2)cc1	3.0	-9	3	-1	-5	1	-61	-12	-127	0
COC(=O)c1cc(F)c(-n2cncn2)c(F)c1	0.5	0	9	4	1	2	8	-17	-11	-17
COc1ccc(NC(=O)COC(=O)C2CCC2)cc1Cl	-0.1	-5	10	-4	-2	-3	-25	-3	3	-8
CC(C)c1csc(CN2CCC(CCC(=O)NCC3CCCO3)CC2)n1 (stereo not given)	-0.4	1	55	-2	-3	7	-24	-1	-16	-13
S=C(NCc1ccco1)N1CCN(c2nc(-c3ccccc3)cs2)CC1	-0.2	4	16	0	1	3	-27	8	7	6
COc1ccc(-c2ccc(C#N)c(OC(=O)c3c(Cl)cccc3Cl)n2)cc1	-0.6	2	22	3	-4	0	-9	9	-47	28
COc1cc(/C=N/NC(=O)c2cc(-c3ccccc3)nc3ccccc23)cc(OC)c1O	-0.1	6	17	1	2	10	-12	-2	11	-10
COc1ccc(-n2nc(C(=O)NCC(=O)Nc3cccc(C)n3)c3ccccc3c2=O)cc1	-0.3	-1	18	5	1	0	-26	1	20	-7
Cc1cc(C)nc(NS(=O)(=O)c2ccc(NC(=O)CCCN3C(=O)c4ccccc4C3=O)cc2)n1	-0.4	-1	7	6	0	2	3	-1	6	12

Continued.
SMILES	HIF act	IEC-6 cytotox	AI-2 QS modul	Platelet DG rel	HSP90 refold inh	SKKanGAS inh	KLF5 inhibitor	HSF1 inhib	aSyn 5UTR inh	HSF-1 act
C#CCn1c(=NC(=O)c2ccccc2[N+](=O)[O-])sc2cc(S(C)(=O)=O)ccc21	-0.8	-1	15	-13	0	8	-33	4	-5	7
COc1ccccc1/C=C1\NC(=S)N(CC2CCCO2)C1=O (stereo not given)	1.0	1	22	0	-4	-5	-11	2	-25	13
Cc1nn2cc(-c3cccc(Cl)c3)cnc2c1Br	5.5	4	10	-2	2	-5	-20	16	-44	-2
Cc1nc2ncnn2c(C)c1CCC(=O)N1CCc2ccccc21	0.0	-4	23	9	0	6	24	-8	6	9
O=C(COc1ccccc1O)c1cccs1	-0.3	1	15	-7	3	-14	-19	2	1	-3
COc1ccc(CN2C(=O)c3cccnc3C2=O)cc1S(=O)(=O)NCc1ccc(C)cc1	-0.5	-1	23	-1	-1	5	-13	-5	-18	-1
CC(C)(C)C1CCc2c(C(=O)N/N=C/c3cccs3)csc2C1 (stereo not given)	2.5	-7	22	5	0	20	-19	21	-97	39
CN(Cc1ccccc1)C(=O)c1ccc(NC(=O)c2ccccc2)cc1	0.3	-1	39	10	5	-5	-28	-3	10	-4
NC(=O)C1CCN(CC(=O)NCc2ccccc2)CC1	-1.4	-2	-2	0	1	1	-14	-8	15	-14
COc1ccc(S(=O)(=O)N2CCC3(CC2)OCCO3)cc1	0.3	-6	11	1	-2	-5	-10	1	-6	-7
Cc1ccc(NC(=O)COC(=O)CCC(=O)c2cccs2)cc1C	-0.4	8	11	3	3	-13	-10	-2	-7	-7
Cc1ccc(N2C=Nc3ccc(C)c4nc(C)cc2c34)cc1	0.2	2	9	-3	-3	-5	-42	0	33	-8
Cc1nc2ccccc2n1C(C)c1ccccc1 (stereo not given)	-6.4	1	2	2	-6	4	-28	-4	6	3
NC(=O)CSc1oc(-c2ccco2)nc1S(=O)(=O)c1ccccc1	-0.4	-5	20	-9	3	8	-26	-1	7	12
O=C(Nc1ccccc1)c1cc(Cl)nc2ccccc12	0.2	2	10	-5	-2	-7	-1	-3	-32	7
CCC(CC)C(=O)NCCc1ccc(S(N)(=O)=O)cc1	-0.2	0	3	-4	4	8	-10	-3	1	-2
CCOC(=O)C1=C(c2ccccc2)N=C2SCC(=O)N2C1c1ccc(OCC)c(OCC)c1 (stereo not given)	-2.2	-1	5	12	5	-1	-36	-12	-11	-2
